# NOD1 inhibition: inhibition of NOD1-driven NF-kB reporter – cell-based, luminescence, uHTS, primary screen (AID 1578); NOD1-driven NF-kB luciferase reporter cells, luminescence; higher % means a stronger effect; inhibition, % at 4 µM, or EC50 in µM where a hit was titrated; hit rate 1% among 290,000; in the data active = inhibition mostly above about 36%, no sharp cut-off; inactive = mostly below about 34%;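 note: HEK-293T reporter cells stimulated with the NOD1 agonist gamma-tri-DAP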
# NTR1 ag: agonists of NTR1, primary screen, imaging, U2OS cells, beta-arrestin-GFP, high content (AID 493036); P30989; hit rate 0.17% among 330,000; activation, % at 20 µM; NTR1-U2OS beta-arrestin-GFP spot imaging, agonist mode;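 active = activation at or above 40% of the spot to cytoplasm intensity ratio, with at least 20 cells analyzed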;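 note: 0% = DMSO without peptide and 100% = 100 nM NTR1 peptide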
# Target sequence (P30989 whole entry, looked up): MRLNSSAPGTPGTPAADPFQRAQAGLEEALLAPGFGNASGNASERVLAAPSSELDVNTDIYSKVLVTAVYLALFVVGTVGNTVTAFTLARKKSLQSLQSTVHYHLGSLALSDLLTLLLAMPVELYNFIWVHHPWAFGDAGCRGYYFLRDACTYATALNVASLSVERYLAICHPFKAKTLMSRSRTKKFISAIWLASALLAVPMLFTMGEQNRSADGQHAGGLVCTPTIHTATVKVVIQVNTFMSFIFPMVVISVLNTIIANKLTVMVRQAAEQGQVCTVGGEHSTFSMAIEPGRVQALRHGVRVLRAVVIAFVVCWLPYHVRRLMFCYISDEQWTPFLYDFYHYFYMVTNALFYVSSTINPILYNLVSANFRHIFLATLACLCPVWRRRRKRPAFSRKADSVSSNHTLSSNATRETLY
# ER stress rescue: protection against thapsigargin-triggered cell killing – 384-well, CSM14.1, ATP luminescence, primary screen (AID 1222). CSM14.1 thapsigargin-induced death rescue, ATP luminescence; higher % means a stronger effect. one-dose cellular ATP content (survival), % at 20 µM; EC50 in µM for titrated hits. 190,000 tested, under 10 active;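 active = EC50 below 50 µM in the dose-response confirmation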;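 note: death triggered by thapsigargin at about 15 µM added after 2 h compound pretreatment; cell ATP read after overnight thapsigargin exposure of roughly 18 to 22 hours; normalized against plate controls of thapsigargin alone and 5% DMSO vehicle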
# Yfh1-depleted yeast: mitochondrial function rescue without frataxin homolog – Friedreich's ataxia, plus single-dose screen, dose response (AID 1465) | S. cerevisiae Yfh1-off respiration, WST-1 reduction, 72 h; higher fold induction means a stronger effect | fold induction at 50 µM; hits with a dose series show EC50 in µM | hit rate 0.074% among 220,000;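 active = fold induction of absorbance versus untreated yeast above a set limit, then at least 30% activation at any dose in follow-up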;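 note: activators that raise dye reduction in frataxin-depleted yeast; strong numbers were not always called active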
# KOR beta-arrestin-1: KOR agonists, beta-arrestin recruitment, primary screen, cell-based, luminescence, uHTS (AID 1777); KOR beta-arrestin recruitment, luminescence; higher % means a stronger effect; activation, % at 10 µM; hits with a dose series show EC50 in µM; hit rate 0.02% among 280,000; in the data active = activation above about 50%, passing the limit was not always enough; note: a part of the inactive calls stands beside numbers as strong as those of hits
# KOR beta-arrestin-2: KOR antagonists, beta-arrestin recruitment, cell-based, luminescence, uHTS (AID 1778); KOR beta-arrestin recruitment, luminescence, antagonist mode; higher % means a stronger effect; hit rate 0.091% among 290,000; inhibition, % at 10 µM; hits with a dose series show IC50 in µM; note: strong numbers were not always called active
# TNAP activation fold: human TNAP enzyme activators, primary screen, biochemical, luminescent, no phosphate acceptor, uHTS (AID 1001). hit rate 0.03% among 200,000. purified TNAP, luminescent activation assay, no phosphate acceptor; higher activation fold means a stronger effect. one-dose activation fold at 20 µM; EC50 in µM for titrated hits; in the data active = activation fold from about 3, or a potency from the dose series; inactive = the rest, 99 in 100 with activation fold below about 1.6; note: many of its hits are not listed in these tables
# HEK293 NOD2/NF-kB: NOD2 signaling inhibitors, cell-based, luminescence, uHTS, HEK293 (AID 1566); inhibition, % at 4 µM, or EC50 in µM where a hit was titrated; hit rate 0.63% among 290,000; HEK293 NOD2/NF-kB luciferase reporter, luminescence; higher % means a stronger effect; note: many of its hits are not listed in these tables
# GPR55 activation: selective activators of receptor GPR55 – imaging, U2OS cells, beta-arrestin-GFP redistribution, primary screen (AID 1961) | activation, % at 10 µM; hits with a dose series show EC50 in µM | hit rate 0.048% among 290,000 | U2OS GPR55 beta-arrestin-GFP redistribution imaging; higher % means a stronger effect;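 active = activation above 40% with more than 50 cells counted in the well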;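 note: U2OS osteosarcoma cells stably expressing GPR55 and beta-arrestin-GFP; plate controls were DMSO negative control for no effect and LPI positive control for full effect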
# NTR1 ag cell count 20 µM: recorded beside NTR1 ag, whose call it bears; cell count; measured here: cell count, cytotoxicity flag
# An asterisk follows results filed as active; i = inactive; . = not tested or not shown; [ ] = another dose, or the depositor's remark. Cut-off read from the data, not from the text of the source, unless noted: active = inhibition above about 50%; inactive = the rest. A portion of the library (hit frequency here may not be typical).
# Value order: NOD1 inhibition	KOR beta-arrestin-2	GPR55 activation	KOR beta-arrestin-1	ER stress rescue	NTR1 ag cell count 20 µM	TNAP activation fold	HEK293 NOD2/NF-kB	NTR1 ag	Yfh1-depleted yeast
- Cc1ccc(NC(=O)c2oc3ccccc3c2C)c([N+](=O)[O-])c1
  -30%	-3%	-0.6%	-0.7%	-0.8%	64	1	-6%	0.9	i
- CS(=O)(=O)N1CCN(c2c(Cl)cccc2[N+](=O)[O-])CC1
  2%	3%	0.2%	10%	3.3%	32	1.1	6%	0.0	i
- O=C(Nc1ccc(Cl)cc1)C1=Cc2ccccc2OC1
  -31%	-66%	0.0%	12%	-1.5%	31	1.2	-165%	7.7	i
- O=S1(=O)N=C2CCCCCN2C(c2ccc(F)cc2)N1 (stereo not drawn)
  -52%	-14%	-0.1%	-2.3%	-0.3%	41	1	-11%	0.6	i
- O=C(CNCc1ccccc1)Nc1ccccc1-c1ccccc1
  -8%	2%	-0.2%	5.1%	0.1%	98	1.1	11%	9.5	i
- Cc1ccc(CNC(=O)CSc2nc(C)cs2)cc1
  -20%	1%	-0.6%	-0.4%	-0.3%	49	1.1	-3%	2.4	i
- O=C(NN1CCCCC1)c1cnn2c(C(F)F)cc(-c3ccccc3)nc12
  -24%	11%	-0.2%	-4.7%	-1.7%	49	1.1	19%	3.7	i
- O=C(Nc1ccc2snnc2c1)N1CCSCC1
  1%	-8%	0.6%	-0.1%	0.2%	80	1.1	10%	1.1	i
- COc1ccccc1/C=N/Nc1nc(C)cc(C)n1
  -4%	.	-0.1%	-1.7%	.	43	.	-32%	-0.1	i
- Cc1ccc(NC(=O)CN(C)C(=O)COC(=O)CCS(=O)(=O)c2ccc(C)cc2)cc1
  -29%	9%	-0.1%	0.1%	.	47	.	5%	1.7	.
- C=CCN1C(=O)C(Cc2ccc(C)cc2)S/C1=N/N=C/c1ccco1 (stereo not drawn)
  -13%	-4%	0.3%	0.9%	0.3%	49	1	11%	1.3	i
- O=C(Nc1nnc(C2CC2)s1)C1Cc2ccccc2CN1S(=O)(=O)c1cccs1 (stereo not drawn)
  -18%	-3%	1.5%	7.1%	0.9%	65	1.1	0%	1.5	i
- CN(C)c1cccc(C(=O)NC2CCCc3ccccc32)c1 (stereo not drawn)
  9%	-5%	0.2%	0.6%	.	47	.	-44%	-0.8	.
- COc1ccc(-n2c(CN3CCN(c4ccccn4)CC3)nc3ccc([N+](=O)[O-])cc3c2=O)c(OC)c1
  -14%	4%	-0.4%	-3.0%	-0.2%	49	1.1	14%	1.0	i
- O=C1NCC(COCc2ccco2)O1 (stereo not drawn)
  -12%	-10%	-0.2%	-1.2%	-0.4%	40	1.2	12%	-1.3	i

# Remaining list, next part:
# Value order: NOD1 inhibition	KOR beta-arrestin-2	GPR55 activation	KOR beta-arrestin-1	ER stress rescue	NTR1 ag cell count 20 µM	TNAP activation fold	HEK293 NOD2/NF-kB	NTR1 ag	Yfh1-depleted yeast
- COCCn1c(=NC(=O)CCS(=O)(=O)c2ccccc2)sc2cc(F)ccc21
  19%	14%	0.4%	-1.0%	.	62	.	8%	0.9	.
- CCn1cc(C(=O)Nc2ccccc2)c(=O)c2ccc(C)nc21
  -46%	-23%[20 µM]	-0.2%	.	0.1%	81	1	4%	2.1	i
- CN(C)CCCNc1oc(-c2ccccc2Cl)nc1S(=O)(=O)c1ccc(F)cc1
  -15%	-2%	0.2%	4.2%	.	53	.	15%	1.6	.
- O=C(COc1ccccc1[N+](=O)[O-])NCc1cccnc1
  19%	4%	0.4%	9.2%	7.7%	43	1.1	15%	-0.9	i
- Cc1nn(C)c2nc(-c3cccs3)cc(C(F)(F)F)c12
  1%	0%	0.6%	-0.3%	-0.4%	42	1.1	-7%	0.7	i
- N#Cc1nc(COc2ccc(Cl)cc2)oc1N1CCCCCC1
  .	9%	0.0%	-2.2%	-3.4%	85	1.1	-21%	1.9	i
- CNC(=S)NC1CC2CCCC(C1)N2Cc1ccccc1OC (stereo not drawn)
  3%	-1%	-0.1%	-4.0%	.	62	.	-3%	0.8	.
- CCN(CC)CCCN1C(=O)C(O)=C(C(=O)c2sc(C)nc2C)C1c1ccco1 (stereo not drawn)
  3%	6%	-0.2%	-0.8%	-1.5%	71	1.1	18%	-0.3	i
- Cc1ccc(/C=C2/Sc3ccc(C(=O)N4CCN(c5ccccn5)CC4)cc3NC2=O)cc1
  -7%	-49%	0.1%	1.0%	.	66	.	26%	11	.
- COc1ccccc1NC(=O)C(CCS(C)(=O)=O)N1C(=O)c2ccccc2C1=O (stereo not drawn)
  -3%	26%	0.3%	-2.5%	-2.5%	57	1.1	-2%	0.3	.
- CCOc1ccc(NC(=O)CS(=O)(=O)c2cn(C)c3ccccc23)cc1
  0%	10%	0.2%	-2.7%	.	60	1.1	26%	-3.9	i
- COc1ccccc1OCC(=O)NCCNC(=O)COc1ccccc1OC
  -5%	10%	-0.1%	-2.3%	-0.8%	63	1.2	7%	1.8	i
- CC(C)(C)C1CCC(=NNC(=O)c2cc3c(s2)CCCC3)CC1 (stereo not drawn)
  -44%	4%	-0.4%	4.9%	-1.6%	83	1	-1%	4.2	i
- COc1cc(/C=C2\SC(=S)N(NC(=O)c3cccnc3)C2=O)ccc1O
  -11%	39%	-0.3%	-5.3%	.	63	.	16%	1.8	i
- Cc1ccc(S(=O)(=O)N2CCC(C(=O)N3CCN(Cc4ccccc4)CC3)CC2)cc1
  -11%	9%	0.6%	-1.4%	.	56	1.1	11%	11	i

# (next part)
# Value order: NOD1 inhibition	KOR beta-arrestin-2	GPR55 activation	KOR beta-arrestin-1	ER stress rescue	NTR1 ag cell count 20 µM	TNAP activation fold	HEK293 NOD2/NF-kB	NTR1 ag	Yfh1-depleted yeast
- COc1ccc(S(=O)(=O)N2CCC(C(=O)Nc3ccccc3N3CCCCC3)CC2)cc1OC
  -7%	27%	-0.1%	-3.1%	.	55	.	11%	1.2	.
- Nc1nn(-c2ccccc2)nc1C(=O)OCc1ccccc1F
  -40%	7%	0.5%	-3.8%	-1.0%	53	1	-28%	3.9	.
- CCC(C)[C@@H](NC(=O)OC(C)(C)C)c1nnc(S(=O)(=O)Cc2cccc(C)c2)o1 (stereo partly drawn)
  .	36%	-0.2%	9.9%	-1.2%	.	1.1	.	.	i
- CCOC(=O)C(NC(=O)CCl)(Nc1sc(C)c(CC)c1C#N)C(F)(F)F (stereo not drawn)
  -33%	-12%	-0.2%	4.0%	8.1%	39	1.2	-21%	0.0	i
- O=C(O)CC1C(=O)NCCN1CCCc1ccccc1 (stereo not drawn)
  -4%	-9%	-0.1%	-0.1%	-0.8%	55	1.1	-7%	-0.3	i
- O=C1NC2(CCCCC2)CO1
  -9%	-25%[20 µM]	0.8%	-2.5%	.	80	.	-6%	-1.6	.
- CCCn1c(SCC(=O)Nc2ccc(Cl)cn2)nnc1C1CC1
  -28%	-35%	-0.2%	3.2%	.	71	.	7%	-0.4	.
- CCCCN(CCCC)S(=O)(=O)c1ccc(NC(=O)c2cccs2)cc1
  34%	9%	0.2%	-4.7%	0.3%	75	1.1	12%	8.7	i
- CN(Cc1ccco1)S(=O)(=O)c1cc(F)ccc1CN1C(=O)c2cccnc2C1=O
  -4%	-45%	0.2%	0.2%	.	53	.	25%	-0.5	.
- O=C(CSc1nc2ccccc2c(=O)[nH]1)Nc1ccccc1O
  -3%	17%	0.1%	0.0%	.	45	.	-17%	-0.1	.
- CCC(C)(C)NC(=O)C(C(C)C)N(CC1CCCO1)C(=O)CNS(=O)(=O)c1ccccc1 (stereo not drawn)
  -20%	-4%	-0.2%	-0.1%	.	41	.	9%	0.4	.
- COC(=O)c1cc(Cl)c(NC(=O)/C=C/c2ccc(OC)c(OC)c2)cc1OC
  18%	-16%	-0.3%	6.8%	-1.3%	41	1.1	9%	11	i
- O=S(=O)(c1ccccc1)N(CC(O)Cn1c2ccccc2c2ccccc21)c1ccccc1 (stereo not drawn)
  17%	-50%	1.2%	3.2%	-2.5%	56	1.1	-19%	6.0	i
- O=C1CCC(=O)N1c1ccc(S(=O)(=O)Nc2ccc(Br)cc2)cc1
  0%	-24%	0.0%	-0.5%	.	49	.	28%	1.6	.
- COCCn1nnnc1C(C(C)C)N1CCOCC1 (stereo not drawn)
  -13%	-25%	-0.2%	25%	-0.7%	42	0.9	-4%	-0.4	i

# (next part)
# Value order: NOD1 inhibition	KOR beta-arrestin-2	GPR55 activation	KOR beta-arrestin-1	ER stress rescue	NTR1 ag cell count 20 µM	TNAP activation fold	HEK293 NOD2/NF-kB	NTR1 ag	Yfh1-depleted yeast
- C=CCOc1ccc(C2/C(=C(\O)c3ccc4c(c3)OCCO4)C(=O)C(=O)N2CCCN2CCOCC2)cc1 (stereo not drawn)
  6%	-30%	1.5%	-2.2%	.	58	.	11%	0.2	.
- Cn1c(=O)c2c(ncn2CC(=O)N2CCN(S(=O)(=O)c3ccc(Cl)cc3)CC2)n(C)c1=O
  -20%	.	-0.1%	.	.	54	.	3%	-0.6	.
- CN(C)S(=O)(=O)N(CC(=O)NCc1ccccc1)c1ccccc1
  0%	20%	-0.1%	-4.7%	-1.9%	42	1.1	2%	-0.6	i
- COc1ccc(N(CC(=O)Nc2cccc(SC)c2)S(C)(=O)=O)cc1Cl
  15%	24%	-0.3%	-2.3%	-0.3%	38	1.1	7%	-0.6	i
- O=C(CSc1nc(O)cc(=O)[nH]1)N1CCCc2ccccc21
  1%	6%	0.2%	-1.2%	-1.9%	69	1.1	-1%	2.2	i
- COc1ccccc1S(=O)Cc1ccc(C(=O)NC2CCCC2)o1 (stereo not drawn)
  -5%	-13%	0.2%	4.1%	-1.3%	48	1.1	7%	0.1	i
- CCCCNC(=S)N1CCN(C)CC1
  -1%	19%	-0.3%	-1.3%	-0.5%	47	1.1	-6%	-0.2	i
- COC(=O)CCCC(=O)N1CCOCCN(C(=O)CCCC(=O)OC)CCOCC1
  3%	8%	-0.2%	4.5%	-1.3%	49	1.1	-11%	0.3	i

# Full records, looked up by structure. Order of screens: NOD1 inhibition, KOR beta-arrestin-2, GPR55 activation, KOR beta-arrestin-1, ER stress rescue, NTR1 ag cell count 20 µM, TNAP activation fold, HEK293 NOD2/NF-kB, NTR1 ag, Yfh1-depleted yeast
# CN(C)S(=O)(=O)N(CC(=O)NCc1ccccc1)c1ccccc1 as listed: 0%, 20%, -0.1%, -4.7%, -1.9%, 42, 1.1, 2%, -0.6, i
# COc1ccc(N(CC(=O)Nc2cccc(SC)c2)S(C)(=O)=O)cc1Cl as listed: 15%, 24%, -0.3%, -2.3%, -0.3%, 38, 1.1, 7%, -0.6, i
# C=CCOc1ccc(C2/C(=C(\O)c3ccc4c(c3)OCCO4)C(=O)C(=O)N2CCCN2CCOCC2)cc1 (stereo not drawn) as listed: 6%, -30%, 1.5%, -2.2%, ., 58, ., 11%, 0.2, .
# COC(=O)CCCC(=O)N1CCOCCN(C(=O)CCCC(=O)OC)CCOCC1 as listed: 3%, 8%, -0.2%, 4.5%, -1.3%, 49, 1.1, -11%, 0.3, i
